High-throughput results from PubChem.
aDG glyco act = alpha-DG glycosylation activation | Pro5-aDG cells, alpha-DG glycosylation AlphaScreen (IIH6); 0% Pro5, 100% B10-LARGE cell signal | activation, % at 10 µM | 360,000 compounds, 0.22% hits | AID 624168;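 active = activation of at least 8% versus controls, or a plate z-score of at least 8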;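 also: Pro5 are CHO cells carrying HIG-tagged alpha-DG that lacks glycosylation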
KKLEB tox = CF airway cell cytotoxicity counter-screen | KKLEB CF airway cells viability, ATPlite luminescence, overnight; hits give low values; cells stimulated with P. aeruginosa culture filtrate | activity change (cytotoxicity), % at 5 µM | 360,000 compounds, 0.36% hits | AID 602141;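 active = corrected activity change at or below -50% at 5 µM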
TWEAK-Fn14 inh = blocks TWEAK-Fn14 interaction in a reporter cell assay; TWEAK-stimulated Fn14 reporter cells, luciferase luminescence, 8 h; inhibition, % at 10 µM; 360,000 compounds, 2% hits; AID 1159606; in the data active = inhibition above about 50%
MITF TRPM1 inh = MITF TRPM1 promoter inhibition in SK-MEL-5 cells | SK-MEL-5 TRPM1 promoter luciferase, 24 h | inhibition, % at 12.5 µM | 330,000 compounds, 0.83% hits | AID 488899;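 active = mean inhibition across replicates of 60% or more, whatever share of single replicates reaches that level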; also: values of inactives mirror those of a sister screen read the other way
NR2E3 ag-1 = human photoreceptor-specific nuclear receptor agonism; inhibition of corepressor binding, % at 3.98 µM; 360,000 compounds, 0.35% hits; Q9Y5X4; CHO-S Gal4-NCOR/VP16-NR2E3 two-hybrid, luciferase; AID 602229;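 active = inhibition above the mean of all tested compounds plus 3 SD, cut at about 70% in these data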;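 also: 0% = DMSO with NR2E3 transfected cells and 100% = cells lacking NR2E3 construct; higher means lower luciferase signal from less NR2E3 corepressor binding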
Target sequence (Q9Y5X4 whole entry, looked up, the tested form may be a part): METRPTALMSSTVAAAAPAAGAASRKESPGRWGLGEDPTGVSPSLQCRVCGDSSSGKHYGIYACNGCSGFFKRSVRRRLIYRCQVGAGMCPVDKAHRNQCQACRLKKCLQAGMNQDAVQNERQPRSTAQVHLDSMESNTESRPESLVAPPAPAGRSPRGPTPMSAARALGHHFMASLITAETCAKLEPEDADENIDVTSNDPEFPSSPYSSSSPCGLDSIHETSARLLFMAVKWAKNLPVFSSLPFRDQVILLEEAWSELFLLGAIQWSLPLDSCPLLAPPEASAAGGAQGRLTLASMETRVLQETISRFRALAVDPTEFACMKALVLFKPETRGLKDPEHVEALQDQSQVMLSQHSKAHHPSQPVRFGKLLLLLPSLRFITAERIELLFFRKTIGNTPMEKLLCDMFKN
Peg3 promoter = reduces Peg3 promoter-driven luciferase expression in HeLa; AID 588405; 360,000 compounds, 1.7% hits; HeLa PEG-Prom luciferase reporter, luminescence, overnight; inhibition, % at 20 µM;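 active = inhibition of at least 50% at 20 µM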
HIF-2a inh = blocks HIF-2a reporter activity; 786-0 RCC cells HIF-2a reporter, luciferase luminescence, overnight; inhibition, % at 18.8 µM; 360,000 compounds, 0.72% hits;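 active = inhibition of the luminescence signal of 40% or more relative to plate controls, in a single-dose primary screen at 18.75 µM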
CF NFkB inh = blocks PAF-induced NF-kB reporter in cystic fibrosis cells; 360,000 compounds, 0.86% hits; inhibition, % at 5 µM; KKLEB NF-kB-GFP reporter, GFP fluorescence overnight;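 active = at least 50% inhibition at 5 µM, scaled per plate between neutral and stimulator controls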;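 also: PAF is a Pseudomonas aeruginosa culture filtrate used as stimulus; plate controls were PAF-stimulated DMSO wells for no effect and unstimulated DMSO wells for full effect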
hiPSC survival = hiPSC single-cell survival enhancement; ATPlite luminescence; 100% = ROCK inhibitor wells, 0% = DMSO; survival enhancement, % at 20 µM; 360,000 compounds, 0.044% hits; AID 602274; in the data active = survival enhancement above about 18%;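 also: cells exposed to compounds for 16 hours before the ATP read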
Shn3 3UTR inh = inhibitors of Schnurri-3 3'UTR reporter in osteoblasts | 360,000 compounds, 0.52% hits | inhibition, % at 12.5 µM | Clone20 osteoblast Shn3 3'UTR firefly luciferase, 24 h;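 active = mean inhibition of at least 75% with every replicate also reaching 75%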;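 also: 0% = median of neutral control wells and 100% = pilot-screen positive control compound; some compounds past the cut are filed as inactive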
NR2E3 ag-2 = activates human photoreceptor nuclear receptor NR2E3. 320,000 compounds, 0.12% hits. Q9Y5X4. GST-NR2E3/biotin-RetCOR TR-FRET, 1536-well. AID 2300. inhibition of corepressor binding, % at 4.78 µM;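 active = percent inhibition above the cutoff of mean plus 3 SD of all tested compounds, set per screening campaign, cut at about 20% in these data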;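 also: 0% = DMSO wells and 100% = biotin wells as full block of FRET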
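Material: NR2E3–RetCOR corepressor complex | Quantity: 1.35 nM GST-tagged NR2E3 final | Schedule: 5 h at 4 °C | Replication: Singlicate compound wells | Reagent: RetCOR corepressor, biotinylated, 7 nM | Controls: Biotin wells as high control, 0.6% DMSO wells as low control | Signal: TR-FRET, Eu(K)-anti-GST donor, streptavidin-D2 acceptor, ex 340, em 617/671 nm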
The depositor's hits bear a star; · = not tested or not shown.

SMILES | aDG glyco act | KKLEB tox | TWEAK-Fn14 inh | MITF TRPM1 inh | NR2E3 ag-1 | Peg3 promoter | HIF-2a inh | CF NFkB inh | hiPSC survival | Shn3 3UTR inh | NR2E3 ag-2
COc1ccccc1NC(=O)CSc1nnc(-c2ccoc2C)n1CC1CCCO1 (centres undefined) | -0.3 | 2 | 3 | -1 | -6 | 9 | 8 | 3 | 3.0 | 17 | 0
O=C(CNC(=O)c1ccc(Br)o1)NCc1ccccc1Cl | 0.3 | 6 | -8 | 5 | -16 | 10 | 13 | 0 | 0.2 | 0 | ·
COc1ccc(-c2cc(=O)c3cc(C)ccc3[nH]2)cc1 | 0.1 | -1 | 21 | -104 | -97 | -194 | -199 | 7 | -2.7 | -103 | -2
CCOc1ccc(C/C(O)=C2\C(=O)CC(C)(C)CC2=NCC(=O)O)cc1OCC | -0.3 | 3 | -10 | 10 | -12 | 7 | 12 | 2 | 0.6 | -14 | 2
CCOc1ccc(Cn2nnc(C(=O)Nc3ccc(OC)cc3OC)c2N)cc1 | -0.1 | -8 | -4 | -3 | 1 | -2 | -21 | 23 | 2.7 | 13 | 0
CCOC(=O)C1CCCc2c1[nH]c1c(C(N)=O)cccc21 (centres undefined) | 0.1 | 9 | 0 | -4 | -4 | -6 | -13 | -10 | -4.3 | 2 | 3
O=C(Cn1cnc2c(nnn2-c2ccccc2)c1=O)N1CCOCC1 | -0.1 | 4 | 8 | -3 | -31 | 0 | 8 | -34 | 2.0 | -3 | 6
CCC(=O)N1CCC2(CC1)Oc1ccc(Cl)cc1C(=O)C21CC(c2cccnc2)=NO1 (centres undefined) | -0.2 | -16 | -23 | -1 | 14 | 13 | 11 | -8 | 1.6 | 1 | 0
CCOc1ccc2oc(C(=O)NNC(=O)c3csc(N4CCOCC4)n3)c(C)c2c1 | 0.5 | -4 | -10 | 0 | -1 | 2 | -20 | -2 | -0.1 | 5 | -1
Cc1cnc(C(=O)OC(C)C(=O)Nc2ccccc2-c2ccccc2)cn1 (centres undefined) | 0.0 | 10 | -12 | -7 | 0 | 1 | 6 | -6 | -0.4 | 16 | 0
Cc1cccc(-n2c(C)cc(/C=N/NC(N)=S)c2C)c1 | 4.5 | -3 | 1 | -4 | -23 | -7 | -22 | -11 | -2.5 | -16 | -5
COc1ccc(Cl)cc1NC(=O)c1[nH]nc(OC)c1[N+](=O)[O-] | -0.5 | 6 | -18 | 24 | -17 | 16 | 15 | -10 | 3.5 | 10 | -2
O=C(NCCS(=O)(=O)N1CCN(c2ccc(F)cc2)CC1)c1ccc2c(c1)OCO2 | 0.1 | -11 | -2 | 6 | -6 | 8 | 14 | 10 | -0.5 | 8 | 4
O=C(NCc1cccnc1)c1cccc(S(=O)(=O)NCc2ccccc2)c1 | 0.3 | -8 | -4 | 2 | 9 | 11 | 3 | -2 | -0.4 | -4 | 5
CN(c1ccc(C(=O)NC2CC3CCC2C3)cc1)S(C)(=O)=O (centres undefined) | -0.3 | -4 | -1 | 0 | 11 | -6 | -5 | -2 | -0.2 | 7 | -4
CCCn1c(N)c(C(=O)CSc2nnc(N)s2)c(=O)[nH]c1=O | -0.2 | 13 | 25 | -6 | 9 | 1 | 13 | -18 | -0.5 | -16 | 2
Cc1ccc(-c2cc(C(F)F)n3ncc(C(=O)N4CCN(c5ccccn5)CC4)c3n2)cc1 | 0.0 | 2 | 5 | · | 20 | 38 | -8 | -1 | 1.5 | 9 | 3
O=S(=O)(c1ccccc1)c1nc(-c2ccco2)oc1NCCCN1CCOCC1 | -0.3 | 3 | 3 | 0 | -16 | 17 | 14 | -2 | 2.6 | -1 | 3
COc1ccc(S(=O)(=O)NC(CC(=O)NCC2CCCO2)c2ccco2)cc1 (centres undefined) | 0.2 | 2 | -13 | -11 | -3 | 6 | 20 | 4 | 0.1 | 14 | -2
CCS(=O)(=O)Nc1ccc(C2=NN(C(C)=O)C(c3cccs3)C2)cc1 (centres undefined) | 0.0 | -13 | -1 | 12 | -45 | -1 | -25 | 15 | -5.1 | -16 | 1
Cc1cc(C(=O)CSc2nnc(-c3ccccc3F)o2)c(C)n1Cc1cccs1 | 0.1 | 3 | 2 | 3 | 34 | -24 | -32 | 4 | -0.2 | 42 | -6
CCN(c1ccccc1)S(=O)(=O)c1ccc(OC)c(NC(=O)CCc2nc3ccccc3c(=O)[nH]2)c1 | -0.1 | 16 | 24 | 9 | -10 | 33 | 22 | 1 | -0.2 | 11 | 1
Cc1cc(C)c2oc(C(=O)Nc3nnc(C(C)C)s3)cc(=O)c2c1 | -0.5 | 4 | -14 | -3 | -25 | 3 | -17 | -14 | 1.3 | 21 | 2
Cc1ccc(S(=O)(=O)NC(=NC(Cc2ccccc2)C(=O)O)c2ccccc2)cc1 (centres undefined) | 0.1 | 10 | 2 | 13 | -43 | 1 | 13 | 7 | -0.5 | -17 | -2
COC(=O)[C@@]1(Cc2ccc(OC)cc2)[C@H]2c3cc(C(=O)N4CCCC4)n(Cc4ccsc4Br)c3C[C@H]2CN1C(=O)c1ccccc1 | -0.5 | · | 16 | · | -3 | · | -19 | · | -0.1 | · | ·

Results in CF NFkB inh and MITF TRPM1 inh, for 2 of the compounds above:
canonical_smiles	CF NFkB inh	MITF TRPM1 inh
COc1ccccc1NC(=O)CSc1nnc(-c2ccoc2C)n1CC1CCCO1 (centres undefined)	3	-1
O=C(CNC(=O)c1ccc(Br)o1)NCc1ccccc1Cl	0	5

Next structures:
SMILES | aDG glyco act | KKLEB tox | TWEAK-Fn14 inh | MITF TRPM1 inh | NR2E3 ag-1 | Peg3 promoter | HIF-2a inh | CF NFkB inh | hiPSC survival | Shn3 3UTR inh | NR2E3 ag-2
O=c1[nH][nH]c2c(N=Cc3ccccc3O)ccc(F)c12 | 0.1 | 2 | 26 | 4 | 8 | 19 | 26 | 11 | -0.4 | 10 | ·
O=C(CSCc1c(Cl)cccc1Cl)Nc1nccs1 | 0.0 | 3 | -4 | -14 | -19 | -78 | -70 | 0 | -0.5 | -7 | 3
C[C@H](CO)N1C[C@H](C)[C@@H](CN(C)S(=O)(=O)c2cccs2)Oc2ccc(NS(=O)(=O)c3ccc(F)cc3)cc2C1=O | -0.2 | -29 | -43 | -12 | -11 | 7 | -7 | -2 | -1.5 | -15 | ·
CCCC(=O)Nc1ccc(-c2cnc(-c3ccc(NC(=O)CCC)cc3)nc2)cc1 | -0.2 | 6 | -9 | -14 | -6 | 12 | 8 | -5 | -1.3 | -2 | 1
CSCC(=O)NCC1(N(C)Cc2ccccc2)Cc2ccccc2C1 | 0.1 | -4 | -1 | 1 | 4 | 13 | 16 | -9 | -0.1 | -1 | -1
O=C(/C=C/c1ccccc1Cl)c1cccnc1 | 0.6 | 7 | 6 | -3 | -21 | 16 | 17 | -2 | -5.2 | 3 | 1
Cc1cc(C)c(C(=O)N(C)C2CCCN(Cc3ccccc3F)C2)o1 (centres undefined) | -0.2 | 11 | -4 | 11 | -4 | 3 | 2 | -8 | -0.1 | 2 | 3
CCN1CCN(C(=O)c2cc3cc4cc(OC)ccc4nc3s2)CC1 | 0.2 | 14 | -31 | -18 | -30 | -25 | -44 | 8 | 3.4 | -17 | 0
Cc1cc(=O)n2nc(N3CCCC3C(=O)NCCCN3CCCCC3)sc2n1 (centres undefined) | 0.0 | 2 | -9 | 3 | -12 | 5 | 15 | -14 | -2.3 | -20 | 2
CC(C)Cc1nnc(NC(=O)CSc2nc(=O)cc(N)n2-c2ccccc2)s1 | -0.4 | 15 | -11 | 8 | -21 | 4 | -3 | 3 | 1.5 | -3 | -2
CCOc1ccc(NC(=O)CCNS(=O)(=O)c2ccc3c(c2)oc(=O)n3C)cc1 | -0.1 | 19 | -2 | 8 | -26 | 13 | 4 | -22 | 0.1 | -3 | 3
COc1ccc(N2CC(C(=O)NCCC3=CCCCC3)CC2=O)cc1 (centres undefined) | 0.0 | -4 | 13 | 6 | 5 | 11 | 15 | 1 | 2.2 | -8 | -1
CCN(C(=O)CSc1nc2ccc(OC)cc2[nH]1)C1CCS(=O)(=O)C1 (centres undefined) | 0.4 | 3 | 9 | 4 | -9 | -4 | 4 | -10 | -0.2 | 3 | 3
COc1ccc(S(=O)(=O)Nc2cc(C)on2)cc1NC(C)=O | 0.2 | 24 | 1 | -4 | 6 | 2 | 10 | -13 | 0.5 | -7 | -1
COc1ccc(-c2n[nH]c(=S)n2-c2ccc(C)cc2)cc1 | 0.3 | 7 | -5 | 1 | 29 | 7 | 14 | 2 | 0.2 | -5 | 1
Clc1cccc(-c2sc(Nc3ccccc3)n[n+]2-c2ccccc2)c1Cl | -0.1 | 7 | 16 | 10 | -3 | 16 | 27 | 3 | 0.8 | 5 | 1
Cc1noc(/C=C/N(C)C)c1S(=O)(=O)NC1CCCCC1 | -0.1 | 7 | 7 | -1 | -31 | 19 | 18 | 10 | -1.5 | 1 | 1
O=C(CSc1nnnn1C1CCCCC1)Nc1ccccc1F | 0.0 | 12 | -8 | -5 | 5 | 2 | -27 | -2 | 0.4 | 5 | 0
C/C=C/c1ccc(OCCCCN2CCC(C)CC2)c(OC)c1 | 0.6 | 11 | -2 | -14 | 15 | 9 | 8 | 7 | -0.9 | 9 | -5
N#Cc1ccc(-c2csc(NC(=O)c3ccc(S(=O)(=O)N4CCc5ccccc5C4)cc3)n2)cc1 | -0.1 | -44 | 6 | 24 | -5 | 21 | 12 | 33 | 1.6 | 33 | 3
CCN1CCN(CC(=O)Nc2ccccc2)C(=O)C1=O | -0.1 | 11 | -17 | · | -11 | 12 | 15 | -6 | -1.0 | -19 | -4
O=C(NC(=S)Nc1ccccc1O)c1ccc(-c2ccc(Cl)cc2)o1 | -0.2 | -2 | -57 | 14 | -27 | -13 | -74 | -5 | -3.2 | 5 | 2
CCC(=O)Nc1cccc(-c2cc3ccccc3oc2=O)c1 | 0.0 | -6 | 60* | -1 | 43 | -179 | -47 | 6 | 0.2 | -30 | 2
C=C1c2cccc(OC)c2O[C@H](C(=O)OCC)[C@@H]1CC(CC)CCCC (some centres undefined) | 0.1 | 17 | -5 | 12 | 8 | 9 | 12 | 6 | 1.3 | 12 | ·
CCn1ccc(C(=O)Nc2ccccc2SC)n1 | 0.0 | 9 | -12 | -38 | -11 | -112 | -158 | -12 | -1.2 | -30 | -2
CC(=O)Nc1ccc2c(c1)Cc1c(F)cccc1-2 | -0.3 | 8 | -18 | -38 | -41 | -342 | -287 | -17 | -2.3 | -79 | ·
Fc1cccc(C[n+]2csc3ccccc32)c1 | 0.1 | 3 | 8 | -7 | -1 | -5 | -12 | -12 | -0.2 | -26 | -1
Oc1ccccc1/C=N/c1c(-c2ccco2)nc2ccccn12 | -0.1 | 6 | -11 | -33 | -30 | -103 | -70 | -12 | -3.3 | 11 | -11
CC1(C)OCC(N)(CO)CO1 | 0.1 | -2 | -4 | · | 11 | 2 | 14 | -2 | 3.4 | -2 | ·

This is a random part of the collection; overall some 4.4% were active at least once.
